Assay outcomes (PubChem)
TEAD-YAP block: TEAD-YAP interaction inhibition, primary screen, TEAD-YAP interaction inhibitor project, luminescence, HEK-TIYL cells; TEAD-Gal4/YAP UAS-luciferase luminescence; inhibition, % at 9.12 µM; 1.4% of 640,000 active; AID 1259422, 2018; in the data active means inhibition above about 32%;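 further: 0% = median of test compound wells and 100% = reference inhibitor wells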
GPR151 activ: activators of human GPR151, primary screen, cell-based, PathHunter beta-arrestin, luminescence | G-protein coupled receptor 151 (Homo sapiens), Q8TDV0 | PathHunter beta-arrestin GPR151 cells | activation, % at 11.2 µM | 1% of 650,000 active; in the data active means activation above about 4.9%;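 further: 0% = median of compound wells and 100% = cells with positive control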
Target sequence (Q8TDV0 whole entry, looked up): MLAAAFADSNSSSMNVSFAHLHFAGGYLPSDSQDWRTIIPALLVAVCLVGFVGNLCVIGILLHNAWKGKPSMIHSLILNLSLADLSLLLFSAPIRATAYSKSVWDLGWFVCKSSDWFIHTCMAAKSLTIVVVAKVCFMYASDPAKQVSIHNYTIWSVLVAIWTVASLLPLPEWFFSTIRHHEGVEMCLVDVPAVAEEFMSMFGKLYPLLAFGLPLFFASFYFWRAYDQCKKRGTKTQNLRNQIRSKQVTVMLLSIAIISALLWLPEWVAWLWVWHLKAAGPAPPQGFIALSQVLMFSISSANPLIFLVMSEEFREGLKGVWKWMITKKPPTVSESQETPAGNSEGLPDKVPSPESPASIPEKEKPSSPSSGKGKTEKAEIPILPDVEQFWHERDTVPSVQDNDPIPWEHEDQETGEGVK
MITF inh: MITF inhibitors, primary screen, biochemical, AlphaScreen, human; AlphaScreen MITF homodimerization, bead proximity signal; inhibition, % at 2.6 µM; 0.91% of 650,000 active; AID 1259374, 2018; in the data active means inhibition above about 50%;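 further: 0% = vehicle wells with protein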
Target sequence (O75030 whole entry, looked up): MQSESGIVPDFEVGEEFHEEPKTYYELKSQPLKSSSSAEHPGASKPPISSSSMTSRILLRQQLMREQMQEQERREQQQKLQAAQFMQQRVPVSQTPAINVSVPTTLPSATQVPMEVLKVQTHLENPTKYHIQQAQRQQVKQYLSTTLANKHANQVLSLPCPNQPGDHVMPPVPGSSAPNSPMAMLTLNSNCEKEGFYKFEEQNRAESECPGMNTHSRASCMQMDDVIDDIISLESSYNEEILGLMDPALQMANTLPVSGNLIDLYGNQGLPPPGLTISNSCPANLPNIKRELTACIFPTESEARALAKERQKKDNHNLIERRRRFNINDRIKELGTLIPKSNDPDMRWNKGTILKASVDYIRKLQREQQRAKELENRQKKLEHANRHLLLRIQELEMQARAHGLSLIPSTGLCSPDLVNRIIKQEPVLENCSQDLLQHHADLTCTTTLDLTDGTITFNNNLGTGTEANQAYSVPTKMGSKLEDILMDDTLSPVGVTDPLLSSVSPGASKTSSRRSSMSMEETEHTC
FBW7 act: FBW7 E3 ligase activators, primary screen, biochemical, AlphaScreen, human. AlphaScreen FBW7–phospho-cyclin E peptide binding, activator screen. AID 1259310, 2017. 0.13% of 650,000 active. normalized activity (activation), % at 26.1 µM; in the data active means normalized activity above about 1.9%;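 further: purified mutant Fbw7 with reduced substrate affinity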
* marks the source's active call; other numbers are inactive results.

SMILES | TEAD-YAP block | GPR151 activ | MITF inh | FBW7 act
COCC(=O)NC(CC(C)C)c1nnc2n1CCN(Cc1ccccc1F)CC2 (centres undefined) | -0.2 | 1.0 | 9.1 | 0.0
COc1ccc(Cl)cc1NC1=NS(=O)(=O)c2ccccc21 | 12.1 | -0.4 | -0.6 | 0.0
Nc1nc(Nc2nccc3ccccc23)nc2c1ncn2-c1ccccc1 | -19.2 | -1.1 | 11.7 | 0.5
OCCNc1nc(Nc2ccc3ncccc3c2)nc2c1ncn2-c1ccsc1 | 34.6* | 0.8 | 9.7 | 0.1
O=C1c2ccccc2C(=O)N1c1ccc(N2C(=O)c3ccccc3C2=O)c(Cl)c1 | 1.4 | -0.7 | 2.2 | 0.0
CC(=O)CSc1nnc(-c2ccc(O)cc2)n1C | 6.5 | -0.3 | 31.8 | 0.0
COC(=O)[C@@H]1CCCN1C(=O)CCc1nnc(CCc2c[nH]c3ccccc23)o1 | 10.8 | 3.5 | 2.4 | -0.1
CN(CCCNC(=O)CCCOc1cc(=O)n(C)c2ccccc12)Cc1ccccc1 | 10.4 | -0.3 | 10.6 | 0.0
Cc1cc(C)cc(OCC(=O)Nc2ccc(N3CCN(S(C)(=O)=O)CC3)cc2)c1 | -0.4 | 0.8 | 0.0 | -0.1
CC(=O)c1c(C)oc2ccc(N(C(=O)c3ccc(Cl)cc3)S(=O)(=O)c3cccc([N+](=O)[O-])c3)cc12 | 4.3 | 1.2 | 12.1 | -0.1
Cc1ccc(CNC(=O)c2cc(COc3c(F)cccc3F)on2)s1 | 8.8 | -1.2 | -7.8 | -0.2
CC[C@@H]1NC(=O)[C@@H]2C[C@H](NC(=O)Nc3ccccc3C(F)(F)F)CN2C1=O | -1.0 | 0.9 | -3.0 | -0.2
O=C(Cn1ncc2cccn2c1=O)NCc1ccc(F)cc1 | -33.1 | -0.3 | 8.8 | 0.0
COc1ccc(/C(C)=N/Nc2ccc(Cl)c(C(=O)O)c2)cc1OC | -68.5 | 0.5 | -2.6 | 0.2
Clc1cccc(-c2cnc3ccc(NCCc4ccccn4)nn23)c1 | 48.5* | 0.8 | -10.0 | -0.4
Nc1c(Cl)cc(Cl)cc1C(=O)OCC(=O)Nc1ncc(C(F)(F)F)cc1Cl | -8.7 | -0.5 | 9.5 | 0.1
CCOc1ccc2nc(SCC(=O)N3c4ccccc4C(C)(c4ccccc4)CC3(C)C)sc2c1 (centres undefined) | -3.1 | -2.0 | -1.3 | -0.4
COC(=O)c1ccc(CSc2nc(N3CCOCC3)c3c(c2C#N)CC(C)(C)OC3)o1 | -9.2 | 1.3 | -1.4 | -0.2
O=C(NNC(=O)C1CCCCC1)c1ccc([N+](=O)[O-])cc1 | -2.0 | -1.0 | 7.2 | 0.0
CN1CCN(c2ccc(-c3nc(NCCO)c4ncn(Cc5ccc(C(F)(F)F)cc5)c4n3)cc2)CC1 | -6.1 | 0.6 | 0.6 | -0.1
CCN(CC)S(=O)(=O)c1ccc(C(=O)C(C#N)c2ccccn2)cc1 (centres undefined) | 9.1 | -0.9 | -12.8 | 0.1
COc1ccccc1NC(=O)CSc1nc2cc3c(cc2c(=O)n1Cc1ccc(C(=O)N2CCN(c4ccccc4)CC2)cc1)OCO3 | 4.6 | -0.7 | 16.2 | 0.0
O=C1CSC(=NCc2ccccc2)N1 | 6.7 | 0.9 | 19.5 | 0.3
CCc1ccc(Nc2nnc(C(C)(C)C)c(=O)[nH]2)cc1 | -15.7 | 0.8 | 7.5 | 0.0
CC1(C)Cc2c(C#N)c(NCCN3CCOCC3)nc(-c3ccccc3)c2CO1 | -4.4 | -0.3 | -7.7 | 0.0
Cc1cc(C(=O)Nc2cccnc2)on1 | 1.8 | 0.4 | 3.0 | 0.3
Cc1cc(C)n2nc(SCC(=O)NCCCN3CCOCC3)nc2n1 | 7.5 | 0.2 | 1.1 | 0.2
COc1ccccc1N1C(=O)c2ccccc2NC12C(=O)N(Cc1ccccc1Cl)c1ccccc12 (centres undefined) | 6.1 | 2.3 | -7.1 | 0.0
COc1ccccc1C1NC(=S)NC2=C1C(=O)CC(C)(C)C2 (centres undefined) | 6.4 | 0.9 | 10.0 | -0.1
C(CN1CCOCCOCCOCCOCCOCC1)CN1CCOCCOCCOCCOCCOCC1 | 4.2 | 1.0 | 6.4 | -0.1
COc1ccccc1N1CCN(CC(O)COc2ccc(C#N)cc2)CC1 (centres undefined) | 0.3 | -0.2 | -3.7 | 0.1
CCc1c(C)sc2ncn3c(=O)n(CC(=O)N4CCCCC4)nc3c12 | -3.2 | 1.4 | 10.9 | 0.1
COc1cc(Nc2ncnc3c2nc(-c2cccc(N)c2)n3C(C)C)cc(OC)c1OC | -3.1 | 0.6 | 4.0 | 0.0
COc1cccc(N2CCN(C(=O)C3CCCN(S(=O)(=O)c4cnc[nH]4)C3)CC2)c1 (centres undefined) | 8.2 | -0.1 | 15.4 | 0.1
C[C@@H](O)[C@@H]1NC(=O)[C@H]2CN(C(=O)c3cccc4ccccc34)CCN2C1=O | 11.1 | 0.1 | -2.5 | -0.1
CCN(CC)C(=O)C1CCCN(Cc2ccc(Cl)cc2)C1 (centres undefined) | -4.3 | 2.2 | 4.3 | 0.0
N#CC1=C(N)Oc2n[nH]c(-c3ccccc3)c2C1c1ccccc1[N+](=O)[O-] (centres undefined) | 5.9 | -2.0 | 22.2 | -0.7
O=C(NCc1ccccc1)N1CCCC1c1n[nH]c(Cc2ccc(F)cc2)n1 (centres undefined) | 3.3 | 0.5 | 9.1 | -0.2
Nc1c(C(=O)NCc2cccs2)nnn1-c1cccc(C(F)(F)F)c1 | -5.0 | -1.4 | 4.8 | 0.0
Cc1cccc(Nc2nc3ccc(C(=O)c4ccccc4)cc3n3nnnc23)c1 | 4.4 | -1.9 | 33.4 | 0.1
CC(=O)NS(=O)(=O)c1ccc(NC(=O)c2c(-c3ccccc3Cl)noc2C)cc1 | -10.3 | 1.1 | 12.7 | 1.9*
COc1ccc(C(=O)C2CCN(CC(=O)NCc3ccccc3)CC2)cc1 | 10.1 | 1.4 | 7.6 | 0.1
O=C(CSc1cccs1)NCCc1ccccc1 | -26.3 | -0.3 | 4.9 | 0.0
O=C(CN1CCC(NC(=O)Nc2ccccc2-c2ccccc2)CC1)NCc1ccccc1 | 0.1 | 0.5 | -1.6 | -0.2
COc1ccc(-c2nnc3n2N=C(c2ccc(Cl)cc2)CS3)cc1 | -6.5 | -1.4 | 10.8 | 0.1
COc1cc(Br)c(Nc2nc(-c3sc(NC(=O)c4ccccc4)nc3C)cs2)c(Br)c1 | 42.0* | -5.0 | 1.8 | 0.0
Cc1cc2nc(-c3cccc(NC(=O)c4ccc(Br)cc4)c3)oc2cc1C | -7.7 | 0.5 | -3.7 | -0.2
Cc1cc(=O)[nH]c(SCc2ccc(C#N)cc2)n1 | 2.1 | 3.5 | -1.1 | -0.1
COc1ccc(-c2cc(C(C)=O)c(C)n2CCC(=O)Nc2ccc(C(C)=O)cc2)cc1 | -2.5 | 1.6 | 1.2 | 0.0
CCOC(=O)Cc1csc(NC(=O)NC2CC(=O)N(c3ccc4c(c3)OCCO4)C2)n1 (centres undefined) | 8.1 | 0.0 | -4.6 | 0.0
COc1ccc(-c2nc(NC(=O)c3sc4nc(C)[nH]c(=O)c4c3C)sc2C)cc1 | -6.7 | -0.2 | -3.6 | 0.1
CCC(C)(C(=O)NC1CCCC1)N(CC1CCCO1)C(=O)CNC(=O)c1ccccc1 (centres undefined) | -3.0 | 3.0 | -11.4 | 0.0
COc1cc(NC(=O)CCc2ccccc2)c(OC)cc1Cl | 1.0 | 1.1 | -9.1 | -0.2
NC1=NC(=O)C(CC(=O)Nc2ccccc2)S1 (centres undefined) | 3.2 | -0.8 | 19.4 | 0.1
O=C(O)c1cc(Cl)ccc1NS(=O)(=O)c1cccc2nsnc12 | -7.2 | 0.9 | 16.4 | 0.7
Clc1ccc(Cn2cccc2C2=NCCO2)cc1 | 8.5 | -0.8 | 5.3 | -0.2
Cc1ccc(OCC(O)CN2CCC(Cc3ccccc3)CC2)c(C)c1 (centres undefined) | 0.5 | -0.2 | -1.2 | -0.1
COC(=O)C1=C(C(=O)OC)SC(=C2C(=S)C(C)(C)N(C(=O)CN3C(=O)C4CCCCC4C3=O)c3ccccc32)S1 (centres undefined) | -8.9 | -1.6 | 24.2 | -0.3
CN1C(=O)CC(C(=O)O)SC1=Nc1ccc(Cl)c(C(F)(F)F)c1 (centres undefined) | 5.0 | 1.2 | 10.7 | 0.8
COC(=O)c1ccc(NC(=O)c2c(NCc3ccc(OC)c(OC)c3OC)sc3c2CCCC3)cc1 | 5.0 | 1.6 | 2.8 | -0.1

Structures shown so far that contain bromine:
SMILES | TEAD-YAP block | GPR151 activ | MITF inh | FBW7 act
COc1cc(Br)c(Nc2nc(-c3sc(NC(=O)c4ccccc4)nc3C)cs2)c(Br)c1 | 42.0* | -5.0 | 1.8 | 0.0
Cc1cc2nc(-c3cccc(NC(=O)c4ccc(Br)cc4)c3)oc2cc1C | -7.7 | 0.5 | -3.7 | -0.2

Reformatted with each value named: four of the compounds above
Cc1cccc(Nc2nc3ccc(C(=O)c4ccccc4)cc3n3nnnc23)c1
  TEAD-YAP block: 4.4
  GPR151 activ: -1.9
  MITF inh: 33.4
  FBW7 act: 0.1
CC(=O)NS(=O)(=O)c1ccc(NC(=O)c2c(-c3ccccc3Cl)noc2C)cc1
  TEAD-YAP block: -10.3
  GPR151 activ: 1.1
  MITF inh: 12.7
  FBW7 act: 1.9*
COc1ccc(C(=O)C2CCN(CC(=O)NCc3ccccc3)CC2)cc1
  TEAD-YAP block: 10.1
  GPR151 activ: 1.4
  MITF inh: 7.6
  FBW7 act: 0.1
O=C(CSc1cccs1)NCCc1ccccc1
  TEAD-YAP block: -26.3
  GPR151 activ: -0.3
  MITF inh: 4.9
  FBW7 act: 0.0

Remaining list, next part.
SMILES | TEAD-YAP block | GPR151 activ | MITF inh | FBW7 act
O=C(C1CCN(S(=O)(=O)c2ccc(F)cc2)CC1)N(Cc1ccccc1)Cc1ccccc1 | 1.0 | -0.7 | 5.7 | 0.6
COc1ccc(-c2nc(Nc3cc(OC)c(OC)c(OC)c3)c3cc(OC)c(OC)cc3n2)cn1 | 24.1 | 2.2 | 15.7 | 0.1
CC(=O)Cn1c(=O)c2c(nc3n(Cc4ccccc4)c(C)cn23)n(C)c1=O | -3.3 | 0.2 | 9.5 | 0.1
Cc1cccc(NC(=O)COc2ccc(Cl)cc2Cl)c1 | -23.9 | -0.9 | -4.5 | -0.1
COc1ccc2c(c1)C(C)=CC(C)(C)N2C(=O)C(C)N1C(=O)c2ccccc2C1=O (centres undefined) | -8.4 | -0.1 | 3.4 | 0.5
Cc1ccc(Nc2nc3nonc3nc2Nc2c(C)n(C)n(-c3ccccc3)c2=O)c(C)c1 | -1.5 | 1.7 | 4.3 | -0.1
COc1ccccc1C(=O)CSc1nc2ccccc2o1 | -15.6 | 0.9 | 6.9 | 0.1
COc1ccc(NC(=O)Cn2cnc3c(oc4ccccc43)c2=O)c(OC)c1 | 7.6 | -0.6 | -3.7 | 0.1
Cc1cccc(-c2nc(CC(=O)O)cs2)c1 | 10.0 | -2.5 | 0.6 | 0.1
Cc1ccc(C)c(NC(=O)CSc2nc(N)cc(N)n2)c1 | 13.2 | -0.5 | -6.8 | -0.2
O=C(O)COc1ccc(N2C(=O)CCC2=O)cc1 | -6.5 | -0.6 | -6.5 | 0.1
COc1cc(SC)ccc1C(=O)NCc1cc(OC)c(OC)c(OC)c1 | 22.9 | 0.1 | 4.8 | 0.0
COc1ccc(NC(=O)C2CCC(=O)N(c3ccc(C)c(Cl)c3)C2c2cc(OC)c(OC)c(OC)c2)c(OC)c1 (centres undefined) | 1.3 | -1.4 | 13.7 | 1.0
O=c1c2sccc2nc(SCc2ccccc2Cl)n1CCN1CCCC1 | 3.9 | 0.0 | 19.1 | 0.1
O=C(O)c1cccc(NC(=S)N/N=C/c2cccnc2)c1 | 15.9 | 0.3 | 1.1 | 0.1
COC(=O)[C@@H]1C[C@@H](NC(=O)Nc2ccccc2)CN1Cc1ccc(C(F)(F)F)cc1 | 2.4 | -0.8 | 6.7 | 0.0
CC(=O)Nc1cc(C)ccc1C12CC3CC(CC(C3)C1)C2 | -2.4 | -2.0 | 25.5 | 0.9
CC1CN(CCOc2ccc(F)cc2)CC(C)O1 (centres undefined) | -5.6 | 2.2 | 52.9* | 0.2
Cc1ccc(C2C(=O)N(C3CCCC(C)C3C)CC(=O)N2Cc2ccccc2Cl)cc1 (centres undefined) | 6.9 | -0.6 | -4.5 | -0.1
Cc1cc(=O)[nH]c(N/N=C/c2ccc(-c3ccc([N+](=O)[O-])cc3)o2)n1 | 3.8 | -1.9 | 6.1 | -0.3
CCN(CC)CCCNc1nc(Cl)nc(Nc2ccc(F)cc2F)n1 | -4.5 | -1.7 | 0.0 | 0.1
CCCCOC(=O)C1=C(C)NC2=C(C(=O)CC(C)(C)C2)C1c1ccc(N(C)C)cc1 (centres undefined) | 0.5 | -2.2 | 17.2 | -0.2
CS(=O)(=O)N1CCc2nc(-c3cccnc3)nc(N3CCCCC3)c2C1 | 3.7 | 0.1 | -2.9 | 0.0
CC(=O)c1ccc(NC(=O)NCc2ccc(Cl)cc2Cl)cc1 | -4.9 | -0.4 | -2.5 | 0.0
O=C1NC(=Nc2ccccc2Br)SC1(CO)CO | -3.0 | 0.7 | 2.6 | -0.1
CC1CCN(C(=O)CN(C)S(=O)(=O)c2ccc(F)cc2)CC1 | -62.5 | -0.2 | 13.3 | 0.1
